Assay outcomes as filed in PubChem.
LANA DNA inh: inhibitors of KSHV LANA C-terminal domain DNA binding | MBP-C-LANA/FAM-LBS DNA binding, fluorescence polarization | inhibition, % at 9 µM | 340,000 compounds, 0.078% hits | AID 504423;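 active means highest replicate inhibition at or above 60% at 9 µM, even if other replicates fall short; inactive means all replicates below 60% inhibition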;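 further: 0% = neutral control wells and 100% = 4 µM acridine orange control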
SR-BI uptake up: enhances SR-BI lipid uptake from DiI-HDL; AID 504775; CHO ldlA[mSR-BI] cells, DiI-HDL uptake fluorescence, 3 h; 100 = double the neutral-control signal; activation, % at 12.5 µM; 320,000 compounds, 0.096% hits;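 active means mean replicate activation of at least 60% and every replicate at or above 60%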;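 further: 0% = median plate neutral-control signal and 100% = twice that signal; values of inactives mirror those of a sister screen read the other way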
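Test system: SR-BI-overexpressing, LDLR-lacking CHO cells; Also added: labelled HDL, 10 µg/mL; Measured by: bottom-read cell fluorescence after medium removal, ex 550/em 595 nm; Timing: 3 h uptake period with compound, 37 °C; Buffer or medium: F12, 0.5% BSA, 25 mM HEPES; Doses: single compound concentration, delivered by pin transfer.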
DAGLB inh: blocks human DAGLB lipase activity. HEK293T DAGLB membrane lysate, EnzChek fluorogenic substrate. AID 504411. inhibition, % at 5.17 µM. 340,000 compounds, 0.059% hits. Q8NCG7; in the data active means inhibition above about 34%;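 further: 0% = enzyme with vehicle and 100% = wells lacking enzyme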
SR-BI DiI inh: mouse SR-BI HDL lipid transfer inhibition | inhibition, % at 12.5 µM | AID 488896 | ldlA[mSR-BI] CHO cells, DiI-HDL uptake fluorescence, 3 h | Q61009 | 320,000 compounds, 0.96% hits;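 active means mean replicate inhibition of at least 70% and a set share of replicates each scoring 70 or more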;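 further: 0% = median of neutral control wells and 100% = median of positive control wells; values of inactives mirror those of a sister screen read the other way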
Target sequence (Q61009 whole entry, looked up): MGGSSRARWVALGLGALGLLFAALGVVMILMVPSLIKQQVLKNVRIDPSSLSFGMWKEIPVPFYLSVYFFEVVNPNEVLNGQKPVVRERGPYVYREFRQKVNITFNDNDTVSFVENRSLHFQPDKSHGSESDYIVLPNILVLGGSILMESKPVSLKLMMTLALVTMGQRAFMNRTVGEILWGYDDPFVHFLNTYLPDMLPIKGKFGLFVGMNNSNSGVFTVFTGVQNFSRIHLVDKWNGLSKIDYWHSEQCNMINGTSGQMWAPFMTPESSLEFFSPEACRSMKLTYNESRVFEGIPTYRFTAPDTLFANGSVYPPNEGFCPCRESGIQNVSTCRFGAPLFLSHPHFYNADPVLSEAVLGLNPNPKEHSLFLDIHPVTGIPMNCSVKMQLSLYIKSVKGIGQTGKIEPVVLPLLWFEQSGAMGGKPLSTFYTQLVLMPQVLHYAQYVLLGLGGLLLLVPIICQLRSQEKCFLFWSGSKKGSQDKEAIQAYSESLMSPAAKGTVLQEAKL
PvdQ acylase: blocks Pseudomonas aeruginosa PvdQ acylase activity | 340,000 compounds, 0.063% hits | inhibition, % at 10 µM | purified PvdQ acylase, fluorescence plate reader | AID 488965; in the data active means inhibition above about 30%, passing the limit was not always enough;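 further: 0% = vehicle neutral wells and 100% = reference inhibitor wells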
Cardiac RTF inh: cardiac RTF calcium desensitization; P19429+P45379; IANBD-labeled cardiac RTF, Ca2+ fluorescence; inhibition, % at 7.15 µM; 340,000 compounds, 0.12% hits;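 active means inhibition above the mean inhibition of all tested compounds plus 3 SD, cut at about 17% in these data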;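 further: assay run at fixed EC70 calcium of 1.6 mM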
NSD2 HMT inh: inhibitors of human histone methyltransferase NSD2 | 310,000 compounds, 0.54% hits | NSD2 peptide methylation, AlphaScreen, 120 min | inhibition, % at 12.5 µM; in the data active means inhibition above about 50%
PKA-R2B activ: PKA-R2B complex activation. P22694+P31323. PKA-R2B holoenzyme dissociation, Cy5-IP20 fluorescence polarization; R2B truncated from residue 108, S112A mutant; 0% DMSO only, 100% 113 µM cGMP. activation, % at 11.4 µM. 340,000 compounds, 0.079% hits. AID 504700;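 active means activation above a cutoff set at the mean over all compounds plus 3 SD, cut at about 18% in these data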;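 further: higher means more holoenzyme dissociation and a rise in polarization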
Target sequence (P31323 whole entry, looked up, other chains not shown, the tested form may be a part): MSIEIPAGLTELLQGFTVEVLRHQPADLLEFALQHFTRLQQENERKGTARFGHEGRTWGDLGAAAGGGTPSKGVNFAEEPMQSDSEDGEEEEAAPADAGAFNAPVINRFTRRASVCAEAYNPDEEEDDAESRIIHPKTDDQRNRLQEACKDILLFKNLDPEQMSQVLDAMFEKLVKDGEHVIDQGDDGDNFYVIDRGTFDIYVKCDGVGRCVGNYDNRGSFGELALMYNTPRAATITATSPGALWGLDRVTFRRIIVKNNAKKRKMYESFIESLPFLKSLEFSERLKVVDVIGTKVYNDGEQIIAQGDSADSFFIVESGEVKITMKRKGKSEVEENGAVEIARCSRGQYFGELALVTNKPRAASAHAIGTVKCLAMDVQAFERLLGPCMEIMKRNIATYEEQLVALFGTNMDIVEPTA
Arrestin-AP2 inh: human beta-arrestin and AP2 interaction inhibition; FITC-arrestin peptide / GST-AP2 beads, flow cytometry; AP2 beta2 appendage carries R879A mutation; inhibition, % at 10 µM; 340,000 compounds, 0.31% hits;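 active means inhibition above a set limit, near 3 SD of compounds lacking own fluorescence, cut at about 54% in these data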;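 further: plate controls were DMSO wells for no effect and 5 µM unlabelled arrestin peptide for full effect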
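test system = AP2 appendage R879A on GSH beads | buffer or medium = PBS plus Tween 20 (0.05%) and BSA (0.1%) | incubation = 12 min plus 1 h, RT | detection = bead flow cytometry, FITC channel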
Keap1-Nrf2 PPI: disrupts human Keap1 binding to Nrf2 peptide; Q14145; Keap1 Kelch-Nrf2 peptide fluorescence polarization, 1536-well; inhibition, % at 9.4 µM; 340,000 compounds, 0.15% hits; AID 504523; in the data active means inhibition above about 12%;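 further: human Keap1 Kelch domain with fluorescein labeled Nrf2 9mer peptide probe; 0% = neutral control wells and 100% = peptide positive control; higher means more block of Keap1 binding to Nrf2 peptide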
Active calls of the source: *; nt = no result given.

SMILES	LANA DNA inh	SR-BI uptake up	DAGLB inh	SR-BI DiI inh	PvdQ acylase	Cardiac RTF inh	NSD2 HMT inh	PKA-R2B activ	Arrestin-AP2 inh	Keap1-Nrf2 PPI
NC1=C(Cl)C(=O)c2ccccc2C1=O	-2.1	16	5	-16	-4	-3	nt	-8	6	-2
COC(=O)C(NC(=O)C(NC(=O)c1ccccc1)C(C)C)C(C)C (stereo not drawn)	-0.9	23	-8	-23	-16	2	-1	-2	-10	-3
Cc1ccc(C(=O)c2cc([N+](=O)[O-])ccc2N2CCN(C)CC2)cc1	-0.2	-3	1	3	-14	-8	13	4	5	-8
Nc1nonc1C(=O)NCCNCc1cc(Br)ccc1OCc1ccc(F)cc1	0.2	2	0	-2	-9	-1	-1	-5	5	-5
Cn1c(N)c(C(=O)COC(=O)c2ccccc2C(F)(F)F)c(=O)n(C)c1=O	0.8	-16	-3	16	-8	1	0	-14	-10	3
COc1cc(C(c2oc(CO)cc(=O)c2O)c2oc(CO)cc(=O)c2O)cc(OC)c1OC	0.5	0	-1	0	-17	5	0	-14	2	-3
CCOc1cc(/C=C2\SC(=O)N(CC(=O)Nc3ccccc3F)C2=O)cc([N+](=O)[O-])c1O	-1.6	-1	11	1	5	-6	8	2	10	-4
Cc1cnc(C(=O)N2CCc3c([nH]c4ccccc34)C2c2ccc(F)cc2)cn1 (stereo not drawn)	0.1	-39	1	39	-7	-7	1	0	-2	3
Cc1sc(NC(=O)CCS(=O)(=O)c2ccccc2)c(C#N)c1C	-1.7	-5	1	5	-17	-1	2	0	-2	-2
CCc1cc(C(=O)N2CCCC(CNS(=O)(=O)c3cccs3)C2)n(C)n1 (stereo not drawn)	-1.0	-8	0	8	9	-2	-1	-2	11	5
N#Cc1ccc(CN2CCN(C(=O)c3cccc(S(=O)(=O)N4CCCCCC4)c3)CC2)cc1	1.8	-42	-2	42	-10	-4	3	-6	-6	-3
COc1ccc2cc([C@H](C)C(=O)OCc3cn(CC(=O)c4ccc(O)cc4)nn3)ccc2c1	0.6	3	-2	-3	4	1	nt	2	-17	-2
COc1ccc(S(=O)(=O)Oc2cccc(C(=S)N3CCOCC3)c2)cc1	-0.6	22	0	-22	-12	-5	1	1	11	1
CCc1ccccc1Cn1c(=O)oc2cccnc21	2.5	2	-1	-2	-17	-11	6	-12	7	4
O=C(CCN1CCCC1)Nc1ccc(Br)cc1	1.2	17	0	-17	-8	5	-2	-4	1	-4
CCCn1c(CCNC(=O)c2cccs2)nc2ccccc21	0.4	5	1	-5	-16	-6	nt	1	-4	0
COCCNC(=S)N/N=C(\C)c1ccc(Cl)c(Cl)c1	0.7	-43	-1	43	-1	-9	3	-5	7	1
Cc1cnc(NC(=O)c2nn(C)cc2[N+](=O)[O-])s1	-0.7	-9	-2	9	-10	-10	-4	-4	6	-2
CCOc1ccc(C(C(=O)NC2CCCC2)N(CCOC)C(=O)CNC(=O)c2ccco2)cc1 (stereo not drawn)	-2.3	4	0	-4	-4	0	-6	-7	12	0
CCC(=O)Nc1sc(C(=O)Nc2ccccc2OC)c(C)c1C(=O)OC	-0.1	-63	-1	63	0	7	-3	2	4	-1
O=C(COc1ccc(-c2ccccc2)cc1)N/N=C/c1ccccc1Br	0.6	18	-11	-18	-14	-9	2	-6	1	-6
Cc1ccc2cc(CN(CCCN(C)C)C(=O)NCc3ccccc3)c(=O)[nH]c2c1C	0.4	-2	-1	2	-12	6	nt	3	2	1
OCCN(Cc1ccccc1)CC(O)COc1ccc2c(c1)OCO2 (stereo not drawn)	3.1	2	3	-2	8	-20	35	1	34	-4
Cc1ccc(S(=O)(=O)N2CCOC2CNC(=O)C(=O)NCCc2ccc(S(N)(=O)=O)cc2)cc1 (stereo not drawn)	-1.1	20	2	-20	5	-1	-1	-6	3	-1
Cc1[nH]c2ccccc2c1C(=O)CSc1ccccc1	0.4	5	-3	-5	-8	5	-2	-5	2	2
Cc1cccc(-n2c(SCC(=O)N3CC(=O)Nc4ccccc43)nc3ccccc3c2=O)c1	-25	22	4	-22	0	-4	-1	-3	9	-9
CCCN(CC(=O)Nc1ccc(F)c(F)c1F)C(=O)C1=COCCO1	-0.1	14	2	-14	-11	-18	-2	13	-2	-2
CCN1C(=O)/C(=c2\sc3nc(=O)c(Cc4ccccc4)nn3c2=O)c2ccccc21	-2.3	16	1	-16	4	0	-1	-4	6	0
O=C1CNC(=S)N1CCc1ccccc1Cl	1.4	1	-3	-1	-3	7	4	-9	41	2
COc1ccc(-c2cn(CCO)c(CCN)n2)cc1	-2.6	21	-1	-21	-14	-5	nt	11	-8	-4
Cn1c2c(c(O)c(-c3ccccc3)c1=O)C(=O)CC(C)(C)C2	-0.2	-4	0	4	-16	-3	-1	4	-7	1
Cc1ccc(NC(=O)N2CCCC2c2cccs2)cc1 (stereo not drawn)	1.2	-10	-1	10	-3	-9	-4	0	6	3
CC(C)(C)C(=O)Cn1c(=O)n(CC2CCCO2)c(=O)c2ccccc21 (stereo not drawn)	-0.7	31	1	-31	6	-3	-5	-2	-4	3
CCC(Oc1ccccc1)C(=O)Nc1ccc(S(=O)(=O)N2CCOCC2)cc1 (stereo not drawn)	0.5	9	-2	-9	-10	-5	-4	-4	3	2
Cc1cc(Nc2ccccc2)n(CCO)n1	-0.5	16	1	-16	12	1	0	7	-5	2
CCOc1ccc(NC(=O)CN(C)C(=O)CN2C(=O)C3CC=CCC3C2=O)cc1OCC (stereo not drawn)	0.0	-10	2	10	1	1	-5	0	2	2
COCc1c(C(=O)N2CCN(Cc3ccc4c(c3)OCO4)CC2)oc2ccccc12	-0.2	-12	-3	12	-9	-7	1	-2	-3	2
CC1(C(=O)Nc2ccc3c(c2)OCO3)CC1(Cl)Cl (stereo not drawn)	1.3	-1	-1	1	15	0	0	7	16	2
CCOc1ccc(NC(=O)CSc2nc(=O)n(Cc3ccccn3)c3c2CCC3)cc1	-0.2	-1	-3	1	-10	0	-2	-4	-5	0
CC(C)CCNC(=O)C(=O)NCCC1=CCCCC1	0.4	25	1	-25	-10	6	-3	-6	12	-1
O=C(NNC(=O)C1CC=CCC1)c1ccccc1Cl (stereo not drawn)	-2.5	21	-2	-21	5	-2	-1	-8	10	2
COCCCN1C(=O)c2ccc(C(=O)OCC(=O)NCc3ccccc3OC)cc2C1=O	-1.9	-11	-2	11	-13	-5	-4	12	-16	-5
CN(CC(=O)Nc1ccc(F)cc1)C(=O)c1ccc(-c2ccc(Cl)cc2)o1	2.7	-25	1	25	-9	-4	0	-4	2	-1
C[n+]1ccccc1/C=C/c1ccc2ncccc2c1	1.2	-12	0	12	-4	3	26	-7	3	3
CN1CCN(C(=O)C2=C[C@@H](c3ccc(C(F)(F)F)cc3)C[C@@H](OCc3ccc(CO)cc3)O2)CC1	1.0	34	2	-34	-8	-3	nt	-12	2	2
CCN(CC)CC(=O)NCC1(c2ccccc2)CCOCC1	0.8	6	2	-6	-7	-8	11	-6	-6	5
Clc1cccc(CNc2nc(-c3cccnc3)nc3ccccc23)c1	-0.4	nt	-3	nt	1	4	0	3	17	-3
Cc1cccc(C)c1OCc1cc(C(=O)N2CCN(c3ccccc3)CC2C)no1 (stereo not drawn)	1.5	-21	-2	21	-4	-1	1	2	39	-2
Cn1cc(/C=C/C(=O)N2CCCC(C(=O)c3ccc(C(C)(C)C)cc3)C2)cn1 (stereo not drawn)	2.1	24	-1	-24	-6	-9	2	-6	14	0
Fc1cccc(CN2CCC(Cc3ccccc3)CC2)c1	-1.8	12	-5	-12	-10	-7	1	-4	5	-7
N/C(=N\OC(=O)CCC1CCCCC1)c1cccnc1	0.3	10	-2	-10	-18	2	-1	-5	-2	-1
Cc1cc(NC(=O)CSc2nnc3c(C)cc4ccccc4n23)no1	0.9	11	1	-11	-2	-12	-1	-7	-3	-1
COc1ccc(NC(=O)COC(=O)Cn2nnc3ccccc32)cc1	-1.7	5	3	-5	12	-7	-1	-6	27	0
O=C(OCc1cc(=O)n2cc(Br)ccc2n1)C1COc2ccccc2O1 (stereo not drawn)	-0.2	11	-2	-11	6	-5	3	-1	4	-2
COCC(C)NC(=O)CSc1nnc(-c2cccc(S(=O)(=O)N3CCCCC3)c2)o1 (stereo not drawn)	4.6	23	-1	-23	3	14	-3	-1	19	-3
O=C(NC1CC1)c1ccc(Cl)c(S(=O)(=O)N2CCOCC2)c1	-0.7	10	-1	-10	-15	-28	-6	-3	8	-4
COc1ccc(/C=C/C(=O)Nc2ccc3c(c2)CCC3)cc1OC	1.3	nt	1	nt	-1	-6	-2	2	31	0
Cc1cc(C(=O)Nc2ccc(C#N)cc2)on1	-0.1	nt	-3	nt	-16	-15	2	2	9	-6
O=C(c1ccc(Cl)cc1)c1c[nH]c(C(=O)NNc2cccc(Cl)n2)c1	2.2	-27	0	27	5	2	0	-1	20	-5
O=C(Nc1cccc(C(=O)N2CCCC2)c1)c1ccccc1Cl	-0.3	-5	-1	5	5	1	-2	9	32	1

Next section
SMILES	LANA DNA inh	SR-BI uptake up	DAGLB inh	SR-BI DiI inh	PvdQ acylase	Cardiac RTF inh	NSD2 HMT inh	PKA-R2B activ	Arrestin-AP2 inh	Keap1-Nrf2 PPI
CN1CCC(N(C)S(=O)(=O)c2ccc(NC(=O)COc3ccc(Cl)cc3)cc2)CC1	-0.4	14	-1	-14	-13	-13	nt	0	-8	3
CSc1nc(N)nc2c1ncn2CC(=O)NCCCN1CCCC1=O	0.0	27	-2	-27	2	-4	nt	2	32	0
COc1ccc(Cl)cc1NC(=O)CSc1nc2sccc2c(=O)[nH]1	0.5	6	5	-6	-13	-3	16	-9	-1	-2
Cc1ccc(-c2nnc(SCC(=O)NNC(=O)COc3ccccc3C)n2C)cc1	-0.7	-10	-3	10	-12	0	-1	1	14	-2
Cc1nc2c(Cl)c(C)nn2c2c1CCC2	-0.2	31	1	-31	-4	-2	4	-2	-5	0

An excerpt from above in order of molar mass, low to high:
SMILES	LANA DNA inh	SR-BI uptake up	DAGLB inh	SR-BI DiI inh	PvdQ acylase	Cardiac RTF inh	NSD2 HMT inh	PKA-R2B activ	Arrestin-AP2 inh	Keap1-Nrf2 PPI
Cc1nc2c(Cl)c(C)nn2c2c1CCC2	-0.2	31	1	-31	-4	-2	4	-2	-5	0
O=C(Nc1cccc(C(=O)N2CCCC2)c1)c1ccccc1Cl	-0.3	-5	-1	5	5	1	-2	9	32	1
COc1ccc(Cl)cc1NC(=O)CSc1nc2sccc2c(=O)[nH]1	0.5	6	5	-6	-13	-3	16	-9	-1	-2
Cc1ccc(-c2nnc(SCC(=O)NNC(=O)COc3ccccc3C)n2C)cc1	-0.7	-10	-3	10	-12	0	-1	1	14	-2
CN1CCC(N(C)S(=O)(=O)c2ccc(NC(=O)COc3ccc(Cl)cc3)cc2)CC1	-0.4	14	-1	-14	-13	-13	nt	0	-8	3
